Bioassay records from PubChem BioAssay.
Jurkat NFkB inh: inhibitors of induced NF-kB luciferase reporter, primary screen, TCR NF-kB activation inhibitor project, cell-based, luminescence, uHTS; Jurkat, PMA/ionomycin-induced NF-kB luciferase reporter; inhibition, % at 4 µM; 330,000 tested, 0.53% active; AID 435003, 2010; in the data active means inhibition above about 50%
UPR CHOP act: activators of apoptotic CHOP UPR arm, primary screen, cell-based, CHO-CHOP luciferase reporter, luminescence, uHTS; UPR activation; percent of tunicamycin response over DMSO baseline; activation, % at 10 µM; 330,000 tested, 0.34% active; AID 449763, 2010;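 active means at 10 µM dose, activation of 40% or more, normalized to positive control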;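 further: 100% = tunicamycin at 10 µg/mL and 0% = DMSO alone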
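measured by = luciferase luminescence | assay system = CHO-CHOP cells, stable luciferase reporter of PERK-eIF2a-CHOP signalling | amount = 500 reporter cells seeded per well | timing = 6 h compound exposure at 37 °C after overnight seeding | controls = positive tunicamycin 10 µg/mL, negative DMSO alone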
UPR XBP1 act: activators of adaptive XBP1 UPR arm, primary screen, cell-based, CHO-XBP1 luciferase reporter, luminescence, uHTS. IRE1-XBP1 UPR activation; percent of tunicamycin response, DMSO as zero. activation, % at 20 µM. 330,000 tested, 0.33% active. AID 463104, 2010;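 active means versus positive control, 20 µM dose yields 30% or more activation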;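 further: 100% = tunicamycin at 10 µg/mL and 0% = DMSO only wells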
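Assay system: IRE1-XBP1 luciferase reporter CHO line. Input: 1000 cells/well. Buffer or medium: F12 with 10% serum. Doses: 20 µM, 1% DMSO. Times: overnight seeding at 37 °C, 6 h compound treatment at 37 °C. Technique: Steady-Glo luciferase glow luminescence, 10 min after reagent addition.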
697 NFkB inh: inhibitors of PMA/ionomycin-induced NF-kB reporter, 697 cells, primary screen, B-cell NF-kB inhibitor project, cell-based, luminescence, uHTS; inhibition, % at 4 µM; 330,000 tested, 0.33% active; 697 B-cell NF-kB luciferase reporter, 16 h; in the data active means inhibition above about 35%
Mdm2 MdmX PPI: inhibitors of human Mdm2-MdmX association, primary screen, cell-based, luminescence, split luciferase, SaOS-2, uHTS; Protein Mdm4 (Homo sapiens) + E3 ubiquitin-protein ligase Mdm2 (Homo sapiens), …; SaOS-2 split-luciferase Mdm2/MdmX complementation; inhibition, % at 8 µM; 330,000 tested, 3% active;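 active means inhibition of at least 50% at 8 µM in the primary screen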
Target sequence (O15151 whole entry, looked up): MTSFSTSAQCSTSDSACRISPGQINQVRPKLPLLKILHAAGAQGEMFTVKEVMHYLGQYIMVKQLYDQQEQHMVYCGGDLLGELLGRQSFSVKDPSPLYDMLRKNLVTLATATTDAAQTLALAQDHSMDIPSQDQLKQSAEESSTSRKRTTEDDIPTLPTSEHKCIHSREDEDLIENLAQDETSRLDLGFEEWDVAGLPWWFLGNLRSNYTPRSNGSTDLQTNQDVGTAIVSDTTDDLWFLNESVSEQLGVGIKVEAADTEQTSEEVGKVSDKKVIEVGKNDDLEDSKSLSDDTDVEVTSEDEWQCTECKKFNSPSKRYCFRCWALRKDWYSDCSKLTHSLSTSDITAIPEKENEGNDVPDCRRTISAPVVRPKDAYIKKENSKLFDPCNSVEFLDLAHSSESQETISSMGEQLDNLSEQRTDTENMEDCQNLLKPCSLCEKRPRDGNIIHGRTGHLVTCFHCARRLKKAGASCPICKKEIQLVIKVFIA
Target sequence (Q00987 whole entry, looked up): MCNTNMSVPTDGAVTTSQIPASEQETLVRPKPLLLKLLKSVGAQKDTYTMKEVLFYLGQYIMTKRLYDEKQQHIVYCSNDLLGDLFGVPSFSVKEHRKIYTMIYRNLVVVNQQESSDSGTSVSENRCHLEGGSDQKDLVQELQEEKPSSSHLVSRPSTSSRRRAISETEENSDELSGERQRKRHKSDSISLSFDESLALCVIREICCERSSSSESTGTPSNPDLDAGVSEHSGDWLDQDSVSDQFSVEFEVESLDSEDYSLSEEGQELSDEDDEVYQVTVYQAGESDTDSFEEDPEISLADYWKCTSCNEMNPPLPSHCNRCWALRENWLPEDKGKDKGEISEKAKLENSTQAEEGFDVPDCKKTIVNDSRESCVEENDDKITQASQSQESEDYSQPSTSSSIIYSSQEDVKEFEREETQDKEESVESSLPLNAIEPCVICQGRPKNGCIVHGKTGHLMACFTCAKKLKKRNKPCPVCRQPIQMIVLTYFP
TIM10 inh: growth inhibitors of isogenic TIM10 control yeast, primary screen, counter-screen for tim10-1 yeast inhibitor project, luminescence, uHTS; S. cerevisiae TIM10 strain growth, BacTiter-Glo luminescence, 24 h; inhibition, % at 10 µM; 330,000 tested, 1.4% active; AID 463195, 2010;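 active means inhibition of 40% or more at the single tested concentration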;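 further: wild-type TIM10 isogenic control strain grown at permissive 25 °C; 0% = DMSO yeast wells and 100% = minimal medium wells without yeast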
tim10-1 inh: growth inhibitors of tim10-1 mutant yeast, primary screen, luminescence, uHTS; inhibition, % at 20 µM; 330,000 tested, 2.2% active; AID 463190, 2010; S. cerevisiae tim10-1 ts strain growth, BacTiter-Glo, 24 h;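 active means inhibition of at least 40%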;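 further: mutant grown at 25 °C; 0% = DMSO wells with yeast and 100% = wells holding no yeast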
tim23-1 inh: growth inhibitors of tim23-1 mutant yeast, primary screen, luminescence, uHTS; S. cerevisiae tim23-1 growth, BacTiter-Glo luminescence, 24 h; inhibition, % at 20 µM; 330,000 tested, 1.3% active;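 active means growth inhibition of the mutant yeast at or above 50%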;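 further: temperature-sensitive mutant grown at 25 °C; plate controls were DMSO-treated mutant yeast for no effect and medium wells lacking yeast for full effect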
* marks the source's active call; other numbers are inactive results; & = joins results of further samples.

structure	Jurkat NFkB inh	UPR CHOP act	UPR XBP1 act	697 NFkB inh	Mdm2 MdmX PPI	TIM10 inh	tim10-1 inh	tim23-1 inh
CCN(CC)CCN1Cc2ccccc2C1=N	-7	4.5	0	-27	-6	-11	6	-6
CC(C)[C@H]1C(=O)N2CCC[C@H]2[C@]2(O)O[C@](NC(=O)[C@@H]3C=C4c5cccc6[nH]cc(c56)C[C@H]4N(C)C3)(C(C)C)C(=O)N12	13	-0.9	-5	-14	-6	3	2	-3
CCNc1ccc(P(=S)(N(C)C)N(C)C)cc1	4	0.6	-2	10	-16	4	18	2
CCC1(CC)C(=O)NC(=NCCc2c[nH]c3ccccc23)NC1=O	-16	-2.1	0	5	21	4	11	-9
COc1ccc(-c2nn(CCC#N)cc2C(=O)O)cc1	-8	1.1	-4	9	10	1	11	1
CCc1ccccc1NC(=O)CN1CCN(C(=O)COc2ccccc2C#N)CC1	-12	-2.3	-2	3	-14	13	3	8
O=c1[nH]c(=S)n(Cc2ccc(F)cc2)c(O)c1C=NCCCn1ccnc1	1	0.7	-4	-21	5	5	2	-16
CCN(CC)c1ccc(C=C2C(=O)NC(=S)NC2=O)cc1	7	222*	0	19	23	15	25	35
C=CCN1C(=O)NC(=O)/C(=C\c2ccc(-c3ccccc3[N+](=O)[O-])o2)C1=O	1	-0.3	0	9	-3	0	3	21
CCOC(=O)c1c(C)[nH]c(C(=O)C(C)N2CCCC2)c1C (configuration not stated)	-20	0.0	0	-8	24	-1	2	2
Nc1c2c(nc3ccccc13)CCN(Cc1ccccc1)C2	-1	1.1	-3	-5	25	31	17	19
COC(=O)C1=C(c2ccc(-c3ccccc3)c(F)c2)C[C@@H]2CC[C@H]1N2C(=O)N1CCCCC1	24	-0.5	-2	32	13	11	14	27
CC1=CC(=C2C(=O)NC(=S)NC2=O)C=C(C(F)(F)F)N1Cc1ccccc1	70*	-0.5	2	4	49	-10	13	6
C=CCN1C(=O)NC(=O)/C(=C/c2ccc(OCC(=O)Nc3ccc(C)cc3)cc2)C1=O	-16	0.9	-3	-16	25	3	12	1
CCc1sc(C(=O)N2CCC3(CC2)OCCO3)cc1Br	7	-1.1	-1	14	-5	11	16	16
CCc1ccc(CN2CCN(C(=O)Cc3ccccc3)CC2)cc1	4	-0.7	0	2	8	11	17	7
c1ccc(C2OCCN3CCCCC23)cc1 (configuration not stated)	1	-1.3	-1	2	-12	4	9	0
CCC12CN3CC(CC)(CN(C1)C3c1cccnc1)C2=O (configuration not stated)	2	1.2	1	9	-4	-1	3	7
C=CP(=O)(O)c1ccccc1	-8	0.7	-1	0	17	-4	-11	-14
Cc1cc(/C=C2\C(=O)NC(=O)N(c3ccc(Cl)cc3)C2=O)c(C)n1-c1sc2c(c1C#N)CCCC2	-2	-0.1	1	-8	37	15	41*	31

15 compounds already listed, arranged by SMILES length, smallest number first.
structure	Jurkat NFkB inh	UPR CHOP act	UPR XBP1 act	697 NFkB inh	Mdm2 MdmX PPI	TIM10 inh	tim10-1 inh	tim23-1 inh
C=CP(=O)(O)c1ccccc1	-8	0.7	-1	0	17	-4	-11	-14
c1ccc(C2OCCN3CCCCC23)cc1 (configuration not stated)	1	-1.3	-1	2	-12	4	9	0
CCNc1ccc(P(=S)(N(C)C)N(C)C)cc1	4	0.6	-2	10	-16	4	18	2
COc1ccc(-c2nn(CCC#N)cc2C(=O)O)cc1	-8	1.1	-4	9	10	1	11	1
CCc1sc(C(=O)N2CCC3(CC2)OCCO3)cc1Br	7	-1.1	-1	14	-5	11	16	16
CCC12CN3CC(CC)(CN(C1)C3c1cccnc1)C2=O (configuration not stated)	2	1.2	1	9	-4	-1	3	7
CCc1ccc(CN2CCN(C(=O)Cc3ccccc3)CC2)cc1	4	-0.7	0	2	8	11	17	7
CCOC(=O)c1c(C)[nH]c(C(=O)C(C)N2CCCC2)c1C (configuration not stated)	-20	0.0	0	-8	24	-1	2	2
CCC1(CC)C(=O)NC(=NCCc2c[nH]c3ccccc23)NC1=O	-16	-2.1	0	5	21	4	11	-9
CCc1ccccc1NC(=O)CN1CCN(C(=O)COc2ccccc2C#N)CC1	-12	-2.3	-2	3	-14	13	3	8
O=c1[nH]c(=S)n(Cc2ccc(F)cc2)c(O)c1C=NCCCn1ccnc1	1	0.7	-4	-21	5	5	2	-16
CC1=CC(=C2C(=O)NC(=S)NC2=O)C=C(C(F)(F)F)N1Cc1ccccc1	70*	-0.5	2	4	49	-10	13	6
C=CCN1C(=O)NC(=O)/C(=C\c2ccc(-c3ccccc3[N+](=O)[O-])o2)C1=O	1	-0.3	0	9	-3	0	3	21
COC(=O)C1=C(c2ccc(-c3ccccc3)c(F)c2)C[C@@H]2CC[C@H]1N2C(=O)N1CCCCC1	24	-0.5	-2	32	13	11	14	27
Cc1cc(/C=C2\C(=O)NC(=O)N(c3ccc(Cl)cc3)C2=O)c(C)n1-c1sc2c(c1C#N)CCCC2	-2	-0.1	1	-8	37	15	41*	31

Carrying on:
structure	Jurkat NFkB inh	UPR CHOP act	UPR XBP1 act	697 NFkB inh	Mdm2 MdmX PPI	TIM10 inh	tim10-1 inh	tim23-1 inh
COc1cc(Br)c(CNCCc2ccc3c(c2)OCO3)cc1OC	6	1.2	-4	9	26	-1	10	7
O=C1NC(=S)NC(=O)C1=Cc1ccc(OCC(=O)N2CCCC2)cc1	-19	-0.3	-2	18	9	1	16	5
COC(=O)c1ccccc1NC(=O)N1C[C@@H]2C[C@@H](C1)c1cccc(=O)n1C2	18	-0.2	-1	18	2	6	3	15
CCN1C(=O)C(=C2C=C(C)OC(C)=C2)C(=O)N(CC)C1=S	-12	-0.5	0	16	19	-10	19	1
COc1ccccc1N1CCN(Cc2cccc(OC)c2O)CC1	-10	-1.1	2	15	16	-3	7	13
COC(=O)C1=C(N)Oc2c(c(=O)oc3ccccc23)C1c1cccnc1 (configuration not stated)	3	-1.6	4	9	-5	-4	-2	7
CC(C)(C)NC(=S)N1CCn2cccc2C1c1cccnc1 (configuration not stated)	1	-0.9	-1	15	4	2	0	7
CCOC(=O)C1C(=O)NC2(C)CC1c1cc(OC)ccc1O2 (configuration not stated)	6	3.8	2	6	9	9	8	8
CCC(CO)NC(=O)C1C=C2c3cccc4[nH]cc(c34)CC2N(C)C1 (configuration not stated)	-3	0.2	-5	15	-44	0	6	-4
C=CCN1C(=O)NC(=O)C(Cc2ccc(OC)c(OC)c2)C1=O (configuration not stated)	4	1.2	0	13	-12	12	-3	1

The closing two entries of the part before lead into the next:
structure	Jurkat NFkB inh	UPR CHOP act	UPR XBP1 act	697 NFkB inh	Mdm2 MdmX PPI	TIM10 inh	tim10-1 inh	tim23-1 inh
CCC(CO)NC(=O)C1C=C2c3cccc4[nH]cc(c34)CC2N(C)C1 (configuration not stated)	-3	0.2	-5	15	-44	0	6	-4
C=CCN1C(=O)NC(=O)C(Cc2ccc(OC)c(OC)c2)C1=O (configuration not stated)	4	1.2	0	13	-12	12	-3	1
CC(C)CCC1(CN2CCCC2=O)C(=O)NC(=O)NC1=O	3	-1.7	3	-1	24	4	-2	2
Clc1ccc2c(c1)C(OC1CN3CCC1CC3)c1ccccc1CS2 (configuration not stated)	19	1.0	1	11	64*	25	35	33
CC1(C)CN=C(Nc2ccc(F)c(F)c2)S1	5	1.9	0	-8	27	5	3	9
COc1ccccc1N1CCN(Cc2cnc(-c3ccccc3)[nH]2)CC1	15	-1.3	1	15	27	-13	-9	-23
CCc1ccc(NC(=O)C(C)OC(=O)c2c(C)nn(Cc3ccccc3)c2Cl)cc1 (configuration not stated)	-6	-1.0	-2	7	12	8	12	20
Cc1cccc(C)c1NC(=O)c1cccn(Cc2ccc3c(c2)OC(F)(F)O3)c1=O	8	1.6	2	-7	24	22	33	35
c1ccc(C2(N3CCCCC3)CCCCC2)cc1	9	-1.8	-3	8	10	0	6	12
CCCCC/C(=N\O)c1c[nH]c2ccccc12	4	-2.0	-2	11	43	14	30	43
Cc1[nH]c2c(Cl)cccc2c1CCN	1	-0.4	-1	-15	8	-2	12	14
CC[C@H](C)[C@@H](C(=O)N1CCCC1c1nccs1)N(C)C(=O)[C@H](CC(C)C)N(C)C(=O)[C@H](Cc1ccc(OC)cc1)N(C)C(=O)/C=C(\C)OC (some centres not stated)	18	0.9	-1	21	10	9	10	13
CN1C[C@H](CO)C[C@@H]2c3cccc4[nH]cc(c34)C[C@H]21	-2	0.1	-2	6	-19	5	-8	16
Cc1ccc(Cl)cc1-n1c(O)c(C=NCCCN2CCOCC2)c(=O)[nH]c1=O	12	0.6	0	19	-9	13	8	1
CCC(=NCCCN(CC)CC)c1c(O)n(C2CCCCC2)c(=O)[nH]c1=O	-4	0.1	0	20	6	7	13	17
COc1ccc(/C=C/C(=O)NC(=S)N2C[C@H]3C[C@H](C2)c2cccc(=O)n2C3)cc1OC	4	0.5	-3	5	12	-9	-15	-11
Cc1cccc(CN2CCN(C(=O)Cc3ccccc3)CC2)c1	5	2.0	-4	1	17	-4	12	16
CCOC(=O)C1=C(N)OC(C)=C(C(=O)OCCOC)C12C(=O)Nc1ccccc12 (configuration not stated)	0	-0.2	-2	5	-7	3	20	29
O=C(Nc1ccc(Cl)cc1)N1CC2CC(C1)c1cccc(=O)n1C2 (configuration not stated)	-9	3.6	1	-2	13	0	-6	-11
COc1ccc(-c2nn(CCC#N)cc2C(=O)Nc2ccc(C(C)=O)cc2)cc1	-6	4.1	-6	3	18	-1	0	-1
CC[n+]1c(SC)ccc2cc(OC)ccc21	-1	-0.8	-4	8	14	-9	-11	-3
O=c1[nH]c2ccccc2c(=O)n1-c1cccc(Cl)c1	-10	-0.3	3	4	5	4	-5	4
CN1c2ccc([N+](=O)[O-])cc2CC2(C(=O)NC(=O)NC2=O)C1c1ccccc1 (configuration not stated)	-11	-3.1	-1	-33	-11	-13	19	11
CC(=O)OCC[N+](C)(C)C	0&3	0.1&0.3	-4&-8	14&9	-2&4	-2&4	-9&-2	-1&2
O=C(Cn1cc(C(=O)c2ccccc2F)c2ccccc21)NC1CC1	-20	2.5	-3	20	-1	-28	-4	4
Cc1ccccc1-c1nc(CS(=O)CC(=O)N2CCC3(CC2)OCCO3)c(C)o1 (configuration not stated)	-3	-0.9	0	-9	10	13	16	24
O=Cc1c(C(=O)O)n(Cc2ccc(Cl)cc2)c2ccccc12	-9	1.8	1	-2	2	-9	-4	11
CCN1CCN(c2ncnc3ccc(Br)cc23)CC1	25	1.4	-2	-18	62*	-7	11	-1
Cc1nn(Cc2c(Cl)cccc2Cl)c(Cl)c1C(=O)O	-4	-0.8	0	11	10	11	9	-7
CCN1CC2([N+](=O)[O-])CC=C(Cl)C([N+](=O)[O-])(C1)C2 (configuration not stated)	4	0.1	1	19	8	-10	14	12
CCCCn1c(N)c(C(=O)OCC2CCCO2)c2nc3ccccc3nc21 (configuration not stated)	9	0.2	4	22	14	15	24	17

This is a subset; rates above refer to the full screens.
